# Screening results: PubChem, National Center for Advancing Translational Sciences (NCATS)
# TSHR antagonist – antagonists of human thyroid stimulating hormone receptor; P16473; TSHR-expressing cells, TSH-stimulated cAMP HTRF, 2 h; hits give low values; activity change, negative = inhibition, % at 11.5 µM; 330,000 compounds, 0.2% hits; AID 504810;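 active = activity change below a set negative limit, meaning inhibition stronger than a set level, cut at about -70% in these data; inconclusive = activity change between two set negative limits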; note: % is set by controls: 0 for no effect and ±100 for the full control effect
#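 Competitive HTRF cAMP read-out (cryptate anti-cAMP antibody, cAMP-d2; 30 min, room temperature) in freshly harvested TSHR cells. Compounds added before TSH at EC80 (4nM final), followed by 2 hours' incubation at 37 deg C.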
# Mito fusion act – blocks mitochondrial division or promotes mitochondrial fusion; 320,000 compounds, 0.23% hits; Potency, µM (highest dose often 46.1 µM), for inactives: top-dose growth rescue (activation), actives largely listed as activators; S. cerevisiae fusion-defective mutant growth rescue, CellTiterGlo 48 h;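 note: potency is the fitted concentration of half-maximal effect; % of control where 0% means no effect; nearly all actives have a fitted effect of over 45% in size; temperature-sensitive fusion mutants such as fzo1-1 at 37 °C on non-fermentable ethanol glycerol medium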
#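 Yeast fusion mutant, YPEG (non-fermentable carbon), compound, 48 h at 37C non-permissive; CellTiterGlo added, 10 min RT, luminescence read. Rescued growth = division inhibition.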
# Eya2 inh – inhibitors of human Eya2 phosphatase activity; Potency, µM (top dose mostly 76.9 µM), for inactives: at the highest dose activity, negative = inhibition, most hits filed as inhibitors; O00167; 330,000 compounds, 0.006% hits; recombinant Eya2, OMFP fluorescence dephosphorylation (OMFP is methylfluorescein phosphate); note: potency is the fitted concentration of half-maximal effect; % is set by controls: 0 for no effect and ±100 for the full control effect
#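 Eya2 (0.2 uM) preincubated 10 min at ambient with compound, then OMFP substrate added at 50 uM; 10 min reaction in 50 mM HEPES pH 7.5, 50 mM NaCl, 5 uM MgCl2, 0.05% BSA, 1 mM DTT. Fluorescence read at Ex 485/Em 525 nm.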
# MBNL1-CUG inh – MBNL1-poly(CUG) RNA binding inhibition. Q9NR56. TR-FRET MBNL1-His/biotin-(CUG)12 binding, 665/545 ratio. Potency, µM (highest dose often 57.5 µM), inactives show at the highest dose activity change, negative = inhibition, actives largely listed as inhibitors. 280,000 compounds, 0.036% hits. AID 2675; active = well fitted inhibition curve with a large enough effect in the signal ratio, with a control signal flat, not every such curve was filed as active; inconclusive = small, poorly fitted or top-dose-only effect, or effect the other way, or a change in a side signal; inactive = no such curve, though single readings can be large or run the other way; the % refers to the signal ratio; note: potency is the fitted concentration of half-maximal effect; % is set by controls: 0 for no effect and ±100 for the full control effect
#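 TR-FRET readout: Ex 340 nm, 665/545 nm emission ratio, normalized to buffer-only (basal) and MBNL1-(CUG)12 controls. Complex of MBNL1-His with Biotin-(CUG)12, compounds 92 nM–58 uM, incubated 60 min at room temperature.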
# GALK inhibitor – inhibitors of human galactokinase; Purified GALK, Kinase-Glo residual ATP luminescence; Potency, µM (top dose mostly 57.5 µM), inactives show at the top dose activity change, negative = inhibition, actives largely listed as inhibitors; P51570; 270,000 compounds, 0.007% hits; note: potency is the fitted concentration of half-maximal effect; % is set by controls: 0 for no effect and ±100 for the full control effect
#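 Compounds were pin-transferred into ATP buffer (35 uM final), then GALK plus galactose (5 nM, 100 uM final) was added. After 1 h at room temperature, Kinase-Glo Plus was added and luminescence read after 10 min.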
# S-ASM inh – blocks human secretory acid sphingomyelinase; placental ASM, HMU-PC fluorogenic substrate, 60 min; P17405; AID 504937; 340,000 compounds, 0.006% hits; Potency, µM (series often up to 57.5 µM), without a hit: top-dose activity change, negative = inhibition, hits mostly inhibitors; note: potency is the fitted concentration of half-maximal effect
#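 HMU-PC0 cleavage (9 uM final) by human placental ASM, 60 min at 37 °C following 10 min compound exposure at RT; stopped at pH 10, fluorescence Ex 386/Em 447 nm.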
# Menin-MLL TR inh – inhibitors of human menin-MLL interaction, mutant MLL peptide; O00255; Menin + Texas Red MLL mutant peptide, fluorescence polarization; AID 1768; Potency, µM (doses to about 61.6 µM), without a hit: top-dose FP activity change, negative = inhibition, actives largely listed as inhibitors; 270,000 compounds, 0.23% hits; active = well fitted inhibition curve with a large enough effect in the polarisation, with a control signal flat, not every such curve was filed as active; inconclusive = small, poorly fitted or top-dose-only effect, or effect the other way, or a change in a side signal; inactive = no such curve, though single readings can be large or run the other way; the % refers to the polarisation; note: potency is the fitted concentration of half-maximal effect; % of control where 0% means no effect; many of its hits are not listed in these tables
# Chronic BCR inh – inhibitors of chronic active B-cell receptor signaling; 340,000 compounds, 0.05% hits; Potency, µM (doses to about 46.1 µM), for inactives: at the highest dose ratio change, negative = lower green/red ratio, usual class: inhibitors; ABC-DLBCL IkBa-CBG/CBR reporter, luminescence ratio, 4 h; active = well fitted inhibition curve with a large enough effect in the signal ratio, with a control signal flat, not every such curve was filed as active; inconclusive = small, poorly fitted or top-dose-only effect, or effect the other way, or a change in a side signal; the % refers to the signal ratio;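 note: potency is the fitted concentration of half-maximal effect; plate controls were basal doxycycline-induced cells for no effect and cells given 10 µM MG132 for full effect; MG132 reads +100%, hits lower the ratio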
#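 TMD8 human ABC-DLBCL cells with doxycycline-inducible IκBα–green luciferase fusion and unfused red luciferase, in 0.5% FBS medium; compounds up to 46 uM, 4 h at 37C. Green/red luminescence ratio, filter-overlap corrected, fitted to concentration-response curves.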
# USP2a inh – blocks human ubiquitin-specific protease USP2a; 330,000 compounds, 0.01% hits; USP2 core, Ub-CHOP2 coupled fluorogenic reporter, 485/531; O75604; Potency, µM (top dose mostly 38.3 µM), for the others: at the top dose activity change, negative = inhibition, most hits filed as inhibitors;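 note: potency is the fitted concentration of half-maximal effect; plate controls were DMSO wells for no effect and full inhibition by NEM control for full effect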
#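 Cell-free coupled assay: 10nM USP2 core preincubated 30min RT with compound in Tris-HCl pH 8.0/CaCl2/CHAPS buffer, then 25nM Ub-CHOP2 and 25nM reporter substrate; fluorescence (Ex 485/Em 531) read after 60min RT, normalized to NEM inhibition, concentration-response curves fitted.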
# PKM2 act – increases activity of human pyruvate kinase M2. 260,000 compounds, 0.34% hits. purified PKM2, Kinase-Glo ATP luminescence, activation; response scale: 0% is enzyme alone, no compound. P14618. Potency, µM (highest dose often 57.5 µM), for inactives: at the highest dose activation, usual class: activators. AID 1631; note: potency is the fitted concentration of half-maximal effect; % is set by controls: 0 for no effect and ±100 for the full control effect; nearly all actives have a fitted effect of over 55% in size
#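 Kinase-Glo luminescence reports ATP generated from ADP (0.1 mM) and PEP (0.5 mM) by purified hPK-M2 after 1 h at room temperature, pH 7.2 imidazole buffer; intermediate enzyme activity allows detecting inhibitors and activators.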
# hERG WT inh – inhibitors of human wildtype KCNH2 potassium channel | AID 720551 | U2OS, BacMam KCNH2, thallium flux FluxOr; hits give low values | activity change, % at 1.84 µM | Q12809 | 340,000 compounds, 0.37% hits;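 active = maximum activity change below -70%; inconclusive = maximum activity change between -70% and -50%; inactive = maximum activity change above -50%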; note: % is set by controls: 0 for no effect and ±100 for the full control effect
# Target sequence (Q12809 whole entry, looked up): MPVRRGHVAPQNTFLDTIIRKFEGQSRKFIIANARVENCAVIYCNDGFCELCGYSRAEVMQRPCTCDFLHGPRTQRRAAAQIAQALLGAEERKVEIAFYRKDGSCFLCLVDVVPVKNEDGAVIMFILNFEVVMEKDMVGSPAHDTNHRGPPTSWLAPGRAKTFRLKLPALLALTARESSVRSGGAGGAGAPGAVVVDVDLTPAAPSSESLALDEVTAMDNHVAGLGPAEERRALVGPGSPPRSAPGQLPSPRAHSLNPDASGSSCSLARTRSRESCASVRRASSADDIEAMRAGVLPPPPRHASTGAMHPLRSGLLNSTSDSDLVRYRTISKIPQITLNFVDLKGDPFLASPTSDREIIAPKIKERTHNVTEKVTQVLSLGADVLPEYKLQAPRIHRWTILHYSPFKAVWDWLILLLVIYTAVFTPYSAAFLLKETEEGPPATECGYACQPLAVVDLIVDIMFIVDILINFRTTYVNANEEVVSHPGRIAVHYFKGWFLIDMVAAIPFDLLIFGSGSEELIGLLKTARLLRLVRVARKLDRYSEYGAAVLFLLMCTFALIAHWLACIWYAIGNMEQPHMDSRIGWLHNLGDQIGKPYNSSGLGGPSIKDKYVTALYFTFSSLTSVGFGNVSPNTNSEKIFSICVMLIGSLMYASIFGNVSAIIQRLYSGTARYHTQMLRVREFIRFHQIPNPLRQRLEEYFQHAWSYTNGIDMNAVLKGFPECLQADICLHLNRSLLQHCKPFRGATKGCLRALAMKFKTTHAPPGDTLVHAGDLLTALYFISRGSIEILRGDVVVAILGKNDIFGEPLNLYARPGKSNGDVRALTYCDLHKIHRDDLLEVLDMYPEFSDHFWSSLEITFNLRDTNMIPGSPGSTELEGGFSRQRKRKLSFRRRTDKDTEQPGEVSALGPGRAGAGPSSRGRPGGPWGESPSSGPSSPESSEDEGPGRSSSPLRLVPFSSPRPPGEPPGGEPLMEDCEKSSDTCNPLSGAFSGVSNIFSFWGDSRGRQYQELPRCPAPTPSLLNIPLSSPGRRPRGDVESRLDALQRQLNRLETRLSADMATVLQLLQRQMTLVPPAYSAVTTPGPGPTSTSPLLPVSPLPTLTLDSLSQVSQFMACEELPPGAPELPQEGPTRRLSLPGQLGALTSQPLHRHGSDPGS
#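 U2OS cells transduced with wild-type KCNH2 virus are loaded with FluxOr dye for 45 min, and thallium flux is measured in kinetic reads before and after stimulation buffer. Rate constants are normalized to DMSO controls.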
# * hit, by the source's call; i = inactive; ? = inconclusive; . = not tested or not shown; & = joins results of further samples; [ ] = another dose, or the depositor's remark. Unless noted, calls come from the whole dose curve; as a rule, active = well fitted curve in the direction sought with a large enough effect; inconclusive = small, poorly fitted or top-dose-only effect, or another doubt; inactive = no such curve, though single readings can be large; an effect the other way counts as inactive or inconclusive. A portion of the library, so the mix of outcomes need not match the whole.
SMILES,TSHR antagonist,Mito fusion act,Eya2 inh,MBNL1-CUG inh,GALK inhibitor,S-ASM inh,Menin-MLL TR inh,Chronic BCR inh,USP2a inh,PKM2 act,hERG WT inh
Cc1nc(Cl)c2oc3ccccc3c2n1,-12,-7%,2%,3%,-1%,3%,7%,0%,2%,0%,-11
Cc1nn2c(N3CCCC3)cc(C(C)C)nc2c1-c1ccccc1,19,0%,6%,5%,3%,57%[activator],5%,?,1%,-1%,-3
CCC1c2ccc(C)n2CCN1C(=O)Nc1ccccc1C(=O)OC (configuration not stated),6,2%,?,11%,8%,9%,-3%,-3%,?,1%,3
CC(C)CN(CCCNC(=O)CN1C(=O)COc2ccc(S(=O)(=O)N3CCCC3)cc21)CC(C)C,9,-1%,-17%,0%,1%,0%,9%,-9%,3%,4%,40
Cc1ccc(OCCC(=O)Nc2ccccc2C(=O)NC2CC2)cc1,-2,-3%,-5%,1%,2%,5%,.,-7%,5%,.,5
Nc1cc(N)nc(SCC(=O)Nc2ccccc2N2CCOCC2)n1,5,-2%,1%,3%,-1%,-1%,.,6%,-1%,-2%,-3
Cc1cccc(/C=N\NC(=O)c2ccccc2-n2cccc2)c1,1,1%,5%,3%,0%,-3%,-2%,5%,0%,-1%,0
O=C(O)CN(C1CCCCC1)S(=O)(=O)c1ccc(F)cc1,-1,-3%,2%,-9%,5%,3%,15%,-2%,0%,1%,-3
Cc1ccc(NC(=O)[C@@]2(CC(=O)O)CC(/C=C/c3ccccc3)=NO2)c(C)c1,7,2%,-16%,2%,.,2%,15%,6%,1%,.,-16
CN1CCN(C(=O)C2CC(=O)N(c3ccc(Cl)cc3)C2)CC1 (configuration not stated),-3,-2%,-3%,-3%,0%,1%,-1%,6%,0%,-7%,1
CC(=O)Nc1cccc(NC(=O)CSc2nccn2Cc2ccc(F)cc2)c1,-4,-4%,9%,-6%,5%,1%,-3%,-1%,-1%,2%,3
Cc1ccccc1C(=O)N1CCC(C(=O)Nc2ccc3c(c2)OCCO3)CC1,0,-2%,15%,-2%,1%,-1%,0%,-11%,0%,-4%,-5
COC(=O)NC(NS(=O)(=O)c1ccccc1)(C(=O)OC)C(F)(F)F (configuration not stated),-23,5%,-5%,-8%,.,-1%,.,-2%,2%,15%,4
Cc1ccc(S(=O)(=O)N2CCN(C(=O)COC(=O)C3(C)CC3(Cl)Cl)CC2)c(C)c1 (configuration not stated),-22,4%,-15%,.,.,6%,.,5%,1%,.,0
Cc1c(-n2c(-c3ccccc3Cl)n[nH]c2=S)c(=O)n(-c2ccccc2)n1C,16,-6%,2%,-4%,9%,3%,-2%,-15%,0%,.,0
CCCCCN(C(=O)CCC(=O)OCc1cccc(Br)c1)c1c(N)n(CCCC)c(=O)[nH]c1=O,-3,-5%,-22%,.,.,-1%,.,4%,0%,.,14
O=S1(=O)CCO[C@H]2Cc3ccccc3[C@H]2N1Cc1cccc(F)c1,7,1%,5%,-3%,.,0%,-13%,-18%,0%,0%,-1
CCOC(=O)C1/C(=N\O)CC(C)(O)C(C(=O)OCC)C1c1ccc(OC)c(OC)c1 (configuration not stated),9,1%,-4%,2%,9%,4%,9%,1%,0%,-4%,3
COc1ccc(NC(=O)C2CCC(C)(C(=O)O)C2(C)C)cc1 (configuration not stated),.,1%,.,-4%,-1%,1%,-1%,.,.,0%,4
O=C(Nc1cccnc1Cl)c1cc([N+](=O)[O-])ccc1Cl,-6,0%,13%,?,1%,1%,11%,?,4%,-8%,2
COc1ccc(-c2nnc(SCC(=O)OC3CCCCC3)o2)cc1OC,-4,0%,12%,11%,0%,-6%,-7%,?,-2%,-8%,1
COC(=O)c1cc2ccc(OC)cc2c2cc(OC)c(OC)cc12,-17,.,-10%,.,.,101%,.,-4%,-1%,.,6
CCCc1nnc(SCC(=O)Nc2ccc(OC)cc2)o1,-4,-9%,-1%,-2%,2%,2%,-6%,5%,1%,-6%,-1
CCOC(=O)CCCCC(=O)c1[nH]c(=O)[nH]c1CSc1nc(-c2ccccc2)c(C#N)c(=O)[nH]1,1,-1%,-3%,7.1µM*,-1%,1%,26%,-6%,1%,14%,6
c1ccc(Oc2cc(-c3ccccc3)nc(-c3ccccc3)n2)cc1,16,3%,-1%,-11%,0%,2%,-1%,-4%,-4%,-4%,-5

# Following part
SMILES,TSHR antagonist,Mito fusion act,Eya2 inh,MBNL1-CUG inh,GALK inhibitor,S-ASM inh,Menin-MLL TR inh,Chronic BCR inh,USP2a inh,PKM2 act,hERG WT inh
Cc1cc(C)nc(SCc2nnc(SCC(=O)O)n2-c2ccccc2)n1,-4,2%,-3%,-2%,5%,2%,-6%,-1%,3%,0%,0
NS(=O)(=O)c1ccc(N2N=C(c3ccc(Br)cc3)CC2c2ccc(F)cc2)cc1 (configuration not stated),14,-10%,11%,4%,-2%,i,?,?,0%,-2%,2
Cc1c(CCOC(=O)C2C3CC4CC(C3)CC2C4)sc[n+]1CC(=O)c1ccc(Br)cc1 (configuration not stated),5,-7%,-13%,9%,2%,-12%&-13%,-19%,8%,5%,-2%,-2&-4
COc1ccc(CNC(=O)Cc2cccs2)cc1,4,-1%,-5%,0%,6%,2%,1%,1%,4%,-5%,-12
CCOC(=O)c1cnc(-n2nc(C)cc2C)nc1NCc1ccc2c(c1)OCO2,-4,0%,-17%,1%,-2%,0%,-28%,-1%,-2%,-8%,-24
Nc1c(Br)c(=O)[nH]c(=O)n1-c1ccccc1,9,-6%,-2%,1%,0%,4%,9%,-1%,5%,.,-2
N#CC1=C(S)N(c2ccc(F)cc2)C2(CCCCC2)NC1=O,0,-1%,12%,1%,-2%,5%,16%,?,2%,-3%,5
O=C1CC(NS(=O)(=O)c2ccccc2F)CN1c1ccc2c(c1)OCCO2 (configuration not stated),-4,-1%,5%,.,.,.,.,-20%,-1%,.,-2
COc1ccccc1NS(=O)(=O)c1c(C)[nH]c(C)c1C(=O)N1CCCC1,18,-2%,2%,-15%,0%,7%,-7%,2%,-1%,.,5
CC(NC(=O)C1CCCN1C(=O)OCc1ccccc1)c1ccccc1 (configuration not stated),2,15%,-17%,0%,0%,1%,-4%,4%,-2%,6%,25
CCN(CC)CCNC(=O)C(=O)NCC1OCCN1C(=O)c1ccc2c(c1)OCO2 (configuration not stated),3,-4%,-1%,.,0%,.,5%,-6%,3%,-5%,.
O=C(COc1cccc(Br)c1)NN=C1c2ccccc2-c2ccccc21,-7,4%,-1%,10%,0%,-12%,-7%,-1%,-1%,-6%,-1
[O-]/C(=C(\C(=S)Nc1ccccc1F)[n+]1ccccc1)c1ccc(OC(F)F)cc1,1,6%,11%,110%[activator],0%,-1%,.,1%,-14%,4%,3
O=C(CC12CC3CC(CC(C3)C1)C2)NCc1ccco1,-9,3%,-4%,-8%,0%,4%,1%,17%,2%,-3%,-1
Cc1cccc(-n2c(O)c(C=Nc3cc(O)ccc3C)c3ccccc3c2=O)n1,-5,7%,-6%,4%,15%,1%,?,4%,2%,1%,11
O=C(Nc1ccc(N2CCN(Cc3ccccc3)CC2)cc1)c1ccco1,-4,0%,-15%,-4%,2%,0%,.,?,3%,-4%,4
O=C(COc1ncnc2sccc12)NC1CCS(=O)(=O)C1 (configuration not stated),-4,-11%,5%,.,0%,10%,.,?,1%,-10%,2
NCCCCCc1cn([C@@H](CCC(=O)O)C(=O)NCCCCCCCCCCC(=O)N2CCNCC2)nn1,12,-8%,-7%,.,.,1%,.,0%,0%,.,15
O=C(CN1C(=O)/C(=C/c2c(F)cccc2Cl)Oc2ccccc21)NCc1ccco1,-1,9%,20%,.,0%,.,-9%,8%,3%,3%,.
